Compound activity as filed in PubChem.
3CLpro inhibitor = SARS-CoV 3CLpro protease inhibitors, primary screen, biochemical, quenched FRET; inhibition, % at 6 µM; hit rate 0.14% among 290,000; recombinant SARS-CoV 3CLpro, quenched FRET peptide cleavage; AID 1706, 2009; Replicase polyprotein 1ab (Severe acute respiratory syndrome coronavirus), P0C6X7; in the data active = inhibition above about 12%
PfHsp40 yeast = rescue of yeast from PfHsp40 toxicity, primary screen, S. cerevisiae, ATP luminescence | S. cerevisiae expressing PfHsp40, growth rescue | hit rate 0.68% among 340,000 | growth rescue, % at 12.5 µM | AID 504582, 2011; in the data active = growth rescue above about 28%, passing the limit was not always enough; inconclusive = no clear call, values can overlap the other calls;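 also: yeast W303a lacking pdr1 and pdr3 grown in galactose medium; growth measured after three days at 30 °C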
Anthrax LF prot = Bacillus anthracis LF protease inhibitors, primary screen, biochemical, multiplex microsphere, MLPCN library; Lethal factor (Bacillus anthracis), P15917; multiplex microsphere protease cleavage assay; inhibition, % at 10 µM; hit rate 0.12% among 360,000; AID 588501, 2011; also: plate controls were buffer without enzyme for full effect and enzyme alone for no effect
Target sequence (P15917 whole entry, looked up): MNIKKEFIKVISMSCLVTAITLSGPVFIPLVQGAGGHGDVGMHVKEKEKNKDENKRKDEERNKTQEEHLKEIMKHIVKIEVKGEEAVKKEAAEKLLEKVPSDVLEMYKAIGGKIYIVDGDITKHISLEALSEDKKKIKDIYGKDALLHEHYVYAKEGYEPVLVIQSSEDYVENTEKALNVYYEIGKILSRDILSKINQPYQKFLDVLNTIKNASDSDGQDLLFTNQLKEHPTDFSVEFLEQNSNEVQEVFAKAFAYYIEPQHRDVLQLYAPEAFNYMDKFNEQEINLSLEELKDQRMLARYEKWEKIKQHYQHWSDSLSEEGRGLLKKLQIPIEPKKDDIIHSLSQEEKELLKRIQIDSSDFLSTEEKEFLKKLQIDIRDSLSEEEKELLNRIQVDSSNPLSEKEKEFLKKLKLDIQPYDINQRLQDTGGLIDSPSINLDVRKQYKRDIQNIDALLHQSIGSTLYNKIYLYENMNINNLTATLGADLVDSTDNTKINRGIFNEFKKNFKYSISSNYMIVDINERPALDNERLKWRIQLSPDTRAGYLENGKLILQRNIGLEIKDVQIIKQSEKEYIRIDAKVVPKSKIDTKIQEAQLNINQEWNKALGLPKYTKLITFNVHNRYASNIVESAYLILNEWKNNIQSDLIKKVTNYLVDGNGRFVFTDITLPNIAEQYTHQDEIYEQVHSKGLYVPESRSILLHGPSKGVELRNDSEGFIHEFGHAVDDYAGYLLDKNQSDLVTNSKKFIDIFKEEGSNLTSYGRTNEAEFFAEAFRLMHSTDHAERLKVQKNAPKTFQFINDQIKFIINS
CCHFV vOTU inh = CCHFV vOTU protease inhibitors, primary screen, biochemical, Pep-AMC substrate, fluorescence; Crimean-Congo hemorrhagic fever virus L polyprotein viral ovarian tumor (vOTU) protease …; inhibition, % at 11.5 µM; hit rate 0.55% among 370,000; in the data active = inhibition above about 30%; also: 0% = vehicle wells with enzyme and 100% = no enzyme wells
BH1578 lux ind = inducers of Vibrio cholerae quorum light production without autoinducers, primary screen, BH1578 luxS cqsA deficient, single point; V. cholerae BH1578 lux reporter, luminescence, 6 h; activation, % at 18.7 µM; hit rate 0.16% among 350,000; AID 588436, 2011; in the data active = activation mostly above about 9.7%, no sharp cut-off; inconclusive = no clear call, values can overlap the other calls; inactive = mostly below about 3.7%; also: not every result past the cut was called active; inactives centre near 0; reference of the scale not given here
VHR inh abs = VHR1 phosphatase inhibitors, primary screen, biochemical, absorbance, uHTS. Dual specificity protein phosphatase 3 (Homo sapiens), P51452. hit rate 0.52% among 290,000. recombinant VHR phosphatase, pNPP absorbance. inhibition, % at 13.3 µM; in the data active = inhibition above about 50%; also: some compounds called inactive have numbers as strong as hits
Target sequence (P51452 whole entry, looked up): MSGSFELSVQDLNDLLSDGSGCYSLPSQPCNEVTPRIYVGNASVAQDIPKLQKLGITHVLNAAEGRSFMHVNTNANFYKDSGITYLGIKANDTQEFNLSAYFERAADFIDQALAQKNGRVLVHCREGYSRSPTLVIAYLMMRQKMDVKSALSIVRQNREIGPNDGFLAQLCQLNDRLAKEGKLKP
Y pestis TopoI = Yersinia pestis topoisomerase I inhibitors, primary screen, biochemical, cleavage product accumulation, plate reader, single point | hit rate 0.064% among 360,000 | activity, % at 10 µM | DNA topoisomerase I (Yersinia pestis CO92) | Y. pestis Topo-I cleavage product accumulation; in the data active = activity above about 50%, passing the limit was not always enough; inconclusive = no clear call, values can overlap the other calls; also: inactives centre near 2
TcdB GH inh = TcdB glycohydrolase inhibitors, primary screen, biochemical, single point, plate reader; TcdB glycohydrolase enzymatic assay; Toxin B (Clostridioides difficile), P18177; hit rate 0.24% among 350,000; inhibition, % at 9.99 µM; in the data active = inhibition above about 10%
BoNT-A LC inh2 = BoNT/A light chain protease inhibitors, primary screen, biochemical, flow cytometry, MLPCN library; multiplex microsphere protease substrate cleavage; Botulinum neurotoxin type A light chain protease (Clostridium botulinum A str. ATCC 3502); inhibition, % at 10 µM; hit rate 0.17% among 360,000; also: plate controls were buffer without enzyme for full effect and enzyme alone for no effect
SSB-PriA inh = inhibitors of Klebsiella pneumoniae PriA binding to SSB C-terminal tail, primary screen, biochemical, AlphaScreen; inhibition, % at 33 µM; AID 1272365, 2023; hit rate 0.6% among 430,000; AlphaScreen SSBct-PriA binding, biotinylated peptide; in the data active = inhibition mostly above about 37%, no sharp cut-off; inactive = mostly below about 20%;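 also: plate controls were negative control peptide for no effect and reference peptide for full effect; strong numbers were not always called active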
An asterisk follows results filed as active; i = inactive; ? = inconclusive; . = not tested or not shown; & = joins results of further samples. Rule as the data show it, unless noted: active = inhibition above about 30%; inconclusive = no clear call, values can overlap the other calls; inactive = below that.

Order of values: Anthrax LF prot	PfHsp40 yeast	TcdB GH inh	BoNT-A LC inh2	VHR inh abs	Y pestis TopoI	CCHFV vOTU inh	3CLpro inhibitor	BH1578 lux ind	SSB-PriA inh
CC(OC(=O)Cc1ccc(Cl)cc1)C(=O)NC1CCCCC1C (stereo not given)
→ 6	-0.7	1.4	1.0	.	6	-10	.	-1.2	-8
Cc1ccc(N2C(=O)[C@@H]3[C@H](C2=O)C2c4ccccc4C=CN2[C@@H]3C(=O)c2ccco2)cc1 (stereo not given in full)
→ -12	-0.2	.	0.5	25	6	78*	3	0.8	13
Nc1nc(-c2ccccc2)c(CC(=O)O)s1
→ 0	.	-0.4	-0.4	.	-3	4	.	i	.
O=[N+]([O-])c1ccc(CNc2ccc(F)cc2)s1
→ 5	-0.7	1.4	-2.2	-1	-4	0	-3	i	20
O=S(=O)(Nc1ccccc1N1CCOCC1)c1ccc(Cl)s1
→ -11	1.5	.	-0.5	24	5	2	2	-0.6	-3
COc1ccccc1-c1nnc(NC(=O)c2ccc3ncsc3c2)o1
→ -1	5.3	0.6	-0.7	12	1	5	4	i	-6
COc1ccccc1NC(=O)COc1cc(Br)c(CNCCCN2CCOCC2)cc1OC
→ 4	-1.2	1.5	-1.0	4	-5	2	0	i	-1
CCN(CC(=O)NCc1cccs1)C(=O)/C=C/c1ccc(C)cc1
→ -3	-1.2	-11	3.1	.	-12	7	.	-4.2	-8
CC[N+](CC)(CC)CCOc1ccc(/C=C/c2ccccc2)cc1
→ 3	3.4	1.4	-0.2	.	-3	-2	.	-0.5	-4
COc1ccc(N2CCN(C(=O)CCCn3c(=O)[nH]c4cc(Cl)ccc4c3=O)CC2)cc1
→ 1	0.3	.	0.5	33	7	2	0	-2.9	-6
c1ccc(CSC2=NCCCN2)cc1
→ 2	-0.4	.	-0.2	-2	-3	-9	-4	i	-20
COc1cc(C(=O)NC(=S)NNC(=O)c2ccc3c(c2)OCO3)cc(OC)c1OC
→ .	?	-0.8	.	-4	-4	1	1	i	-1
C/C(O)=C(/N=O)C(=O)Nc1ccccc1
→ -1	1.3	0.3	1.2	10	3	-10	1	i	.
C=CCn1c(O)c(C(C)=NCCc2c[nH]c3ccccc23)c(=O)[nH]c1=O
→ 2	-1.2	0.0	-0.6	4	4	-5	0	-0.9	-5
O=C(O)CN1C(=O)/C(=C\c2ccc(OC(=O)c3ccco3)cc2)SC1=S
→ -2	0.4	1.6	-0.5	-11	0	14	0	i	-14
CC(c1nnc(SCC(=O)Nc2cccnc2Cl)n1-c1ccccc1)N(C)C (stereo not given)
→ 0	0.3	-0.6	-0.9	21	-3	0	1	1.9	-2
O=C(CC1C(=O)NCCN1Cc1ccccc1)NC1CCCCCC1 (stereo not given)
→ -5	-1.9	-4.3	0.2	-27	9	-14	2	-12	-14
O=C(Cn1nnc(-c2cccs2)n1)NCc1cccs1
→ -1	-1.6	0.2	-1.0	12	4	-10	-1	i	-2
CCN(C[C@H]1N[C@@](CC)(C(=O)OC)[C@H]2C(=O)N(Cc3ccccc3)C(=O)[C@@H]12)S(=O)(=O)c1ccc(OC(F)(F)F)cc1
→ -7	-0.4	0.7	-0.3	.	11	19	.	i	1
O=C(Nc1ccccc1)C(O)C(O)C(=O)Nc1ccccc1 (stereo not given)
→ 4	0.5	0.6	0.2	35	4	-6	2	-0.4	-3

Random excerpt: 2 records from the list
Order of values: Anthrax LF prot	PfHsp40 yeast	TcdB GH inh	BoNT-A LC inh2	VHR inh abs	Y pestis TopoI	CCHFV vOTU inh	3CLpro inhibitor	BH1578 lux ind	SSB-PriA inh
COc1ccccc1-c1nnc(NC(=O)c2ccc3ncsc3c2)o1
→ -1	5.3	0.6	-0.7	12	1	5	4	i	-6
O=C(CC1C(=O)NCCN1Cc1ccccc1)NC1CCCCCC1 (stereo not given)
→ -5	-1.9	-4.3	0.2	-27	9	-14	2	-12	-14

Among those listed so far, four have a thiophene ring, fused or not:
Order of values: Anthrax LF prot	PfHsp40 yeast	TcdB GH inh	BoNT-A LC inh2	VHR inh abs	Y pestis TopoI	CCHFV vOTU inh	3CLpro inhibitor	BH1578 lux ind	SSB-PriA inh
O=[N+]([O-])c1ccc(CNc2ccc(F)cc2)s1
→ 5	-0.7	1.4	-2.2	-1	-4	0	-3	i	20
O=S(=O)(Nc1ccccc1N1CCOCC1)c1ccc(Cl)s1
→ -11	1.5	.	-0.5	24	5	2	2	-0.6	-3
CCN(CC(=O)NCc1cccs1)C(=O)/C=C/c1ccc(C)cc1
→ -3	-1.2	-11	3.1	.	-12	7	.	-4.2	-8
O=C(Cn1nnc(-c2cccs2)n1)NCc1cccs1
→ -1	-1.6	0.2	-1.0	12	4	-10	-1	i	-2

Later entries:
Order of values: Anthrax LF prot	PfHsp40 yeast	TcdB GH inh	BoNT-A LC inh2	VHR inh abs	Y pestis TopoI	CCHFV vOTU inh	3CLpro inhibitor	BH1578 lux ind	SSB-PriA inh
CCCOc1ccccc1NC(=O)c1c(-c2ccccc2)noc1C
→ -4	0.6	-0.1	-0.7	11	23	6	3	-0.5	-12
Cc1c(C(=O)Nc2ccc(F)cc2)nnn1-c1cccc(C(F)(F)F)c1
→ 0	-0.3	0.7	-0.2	-10	6	18	0	-0.2	2
O=C(Nc1cc(C(F)(F)F)ccc1Cl)C(Sc1ccccn1)c1ccccc1 (stereo not given)
→ -2	0.7	-0.1	-0.4	27	4	5	-2	-0.6	-14
Cc1ccccc1-c1cc(C(=O)Nc2sc(C)c(C)c2C(N)=O)c2ccccc2n1
→ -4	0.3	.	0.3	24	3	4	0	-0.5	3
CCN(CC)C(=O)Cn1cc(C(=O)C(=O)N(C)C2CCN(C)CC2)c2ccccc21
→ 1	-2.1	0.5	-2.0	29	3	15	-2	i	1
Cc1ccc(Oc2cc(-n3nc(C)cc3C)ncn2)cc1
→ -2	1.6	.	?	22	13	9	-6	i	-74
OC(COCc1ccc(Cl)cc1)CN1CC=C(c2ccccc2)CC1 (stereo not given)
→ 0&0	1.7	-0.4	-0.3&1.0	6	19&23	-9&-7	-2	-0.3	-4
COc1ccc(CCNC(=O)CSc2nc(C)cc(C)n2)cc1OC
→ 1	0.5	0.8	-0.3	-8	-2	-8	2	i	5&-2
CCCCCc1ccc(-c2ccc(OC)cc2)nc1
→ -2	1.7	-0.1	-0.3	-4	35	8	7	i	-33
Cc1nc2nc(SCc3nc4ccccc4[nH]3)[nH]c2cc1Br
→ -7	.	2.6	-0.5	-7	5	-4	-1	0.8	-6
NC(=O)[C@@H]1CCCN1Cc1nc(Cc2ccccc2Cl)no1
→ -6	-0.1	1.8	0.0	31	-1	-10	-3	i	7
COc1ccc(C(=O)N(C)Cc2ccccc2)cc1Br
→ .	.	0.6	.	0	.	-5	4	.	.
Cc1cccc(C)c1OCc1cc(C(=O)N2CCC[C@H]2C(N)=O)no1
→ -1	0.3	0.3	-2.0	9	8	-3	0	i	-7
O=C(OCc1ccc([N+](=O)[O-])cc1)C1CC(=O)N(Cc2ccccc2Cl)C1 (stereo not given)
→ -4	0.4	1.1	0.1	1	23	5	-5	-0.3	-3
O=C(Cn1c(=O)oc2ccccc21)Nc1ccc(F)c(F)c1
→ 4	1.0	0.9	-4.0	57*	-3	1	-1	-3.7	-12
CCN1C(=O)/C(=C\N(C)C)S/C1=N\S(=O)(=O)c1ccc(C)cc1
→ -8	-1.1	0.8	0.1	32	9	5	-2	i	.
CCOc1ccc(-c2cc(C(=O)N3CCC4(CC3)OCCO4)c3ccccc3n2)cc1
→ .	0.3	1.0	.	.	-3	-14	.	-0.2	-17
COc1cc([N+](=O)[O-])ccc1NC(=O)COC(=O)C1=NN(c2ccccc2)C(=O)CC1
→ 7	-1.0	0.7	0.4	.	-2	1	.	5.0	-6
Cc1ccc(CNC(=O)c2ccc(COc3ccccc3)cc2)cc1
→ -2	-1.4	0.2	-0.2	-7	-4	4	2	i	3
COc1ccccc1NC(=O)CN1CCN(C2c3ccccc3-c3ccccc32)CC1
→ -3	0.5	.	0.1	51*	44	6	6	-0.4	9

(list continues)
Order of values: Anthrax LF prot	PfHsp40 yeast	TcdB GH inh	BoNT-A LC inh2	VHR inh abs	Y pestis TopoI	CCHFV vOTU inh	3CLpro inhibitor	BH1578 lux ind	SSB-PriA inh
COc1cccc(Cl)c1NC(=O)N1CCN(c2ccnc3cc(Cl)ccc23)CC1
→ -1	2.4	-0.5	-0.6	8	27	-14	-4	-0.4	2
CCOc1ccc(CCNC(=O)C2CCCN(S(=O)(=O)N3CC(C)CC(C)C3)C2)cc1OCC (stereo not given)
→ -2	1.5	0.4	-3.0	-4	4	-5	-3	i	-5
COc1ccc(Cl)cc1NC(=O)Nc1ccc(Br)cn1
→ -3	3.0	.	?	8	9	-17	1	i	1
Cc1nnc(NC(=O)CSc2nnc(CNC(=O)c3ccccc3F)n2C(C)C)s1
→ 8	2.8	1.4	0.1	.	1	10	.	-0.8	-8
O=C(OCC(=O)N1CCCc2ccccc21)c1cccc(C(F)(F)F)c1
→ 1	0.3	0.1	2.0	.	0	13	.	i	-32
Cc1ccc(C2CN(c3ccccc3)CC2C(=O)c2ccc(F)cc2)cc1 (stereo not given)
→ -4	4.4	.	0.0	29	-3	-1	-12	i	-34
FC(F)(F)c1cc(-c2ccco2)nc(NCc2ccc(Cl)cc2)n1
→ 3	0.8	.	0.5	37	19	-3	3	-6.7	-12
COc1ccc(OC)c(NC(=S)NCCSc2ccc(C)cc2)c1
→ 0	8.7	-0.5	-0.2	-4	15	-13	0	-0.1	15
COc1ccc(-c2cc(C(F)F)n3ncc(C(=O)N4CCN(C(=O)c5ccco5)CC4)c3n2)cc1
→ -8	0.7	1.4	-2.0	2	21	-28	-1	-0.3	-10
Cc1cc(N2CCN(Cc3cn(C)nc3-c3cccc(Cl)c3)CC2)cc(C)n1
→ -3	1.0	0.8	-0.3	26	1	17	1	-0.5	1
Cc1cccc(OC(C)C(=O)N2CCCc3ccccc32)c1 (stereo not given)
→ 0	-1.4	1.6	0.3	-4	1	-4	5	i	-9
Cc1cc(NC(=O)CCC(=O)N(CC(=O)NCC2CCCO2)c2cccc(C)c2C)no1 (stereo not given)
→ -22	-0.2	-0.5	0.8	23	9	-6	-1	0.1	-2
CCOc1ccccc1NC(=S)NC1CCCCC1
→ 2	2.7	0.4	-0.6	13	4	2	1	i	0
CCOc1ccccc1NC(=O)COc1ccc2c(c1)OCO2
→ -9	-0.9	-2.2	-0.6	12	26	10	-4	-0.3	-9

Complete entries from above. Screens in order: Anthrax LF prot | PfHsp40 yeast | TcdB GH inh | BoNT-A LC inh2 | VHR inh abs | Y pestis TopoI | CCHFV vOTU inh | 3CLpro inhibitor | BH1578 lux ind | SSB-PriA inh
`Cc1cc(NC(=O)CCC(=O)N(CC(=O)NCC2CCCO2)c2cccc(C)c2C)no1` (stereo not given) in the list: -22 | -0.2 | -0.5 | 0.8 | 23 | 9 | -6 | -1 | 0.1 | -2
`Cc1cc(N2CCN(Cc3cn(C)nc3-c3cccc(Cl)c3)CC2)cc(C)n1` in the list: -3 | 1.0 | 0.8 | -0.3 | 26 | 1 | 17 | 1 | -0.5 | 1

Only part of the results is shown, so the mix of outcomes need not match the whole.
